Bioassay records deposited in PubChem BioAssay by several laboratories.
proCasp7 act – procaspase-7 activators, primary screen, counter-screen for procaspase-3 activator project, biochemical, absorbance, HTS, human; AID 463210, 2010; recombinant procaspase-7, Ac-DEVD-pNA absorbance 405 nm; D23A/D198A/D206A triple mutant, cannot self-cleave; scale: DMSO 0, 5 µM enzyme 100; activation, % at 8.5 µM; hit rate 0.093% among 330,000;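 active = percent activation above the screen-wide mean plus 3 SD, cut at about 25% in these data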
Target sequence (P55210 whole entry D23A/D198A/D206A): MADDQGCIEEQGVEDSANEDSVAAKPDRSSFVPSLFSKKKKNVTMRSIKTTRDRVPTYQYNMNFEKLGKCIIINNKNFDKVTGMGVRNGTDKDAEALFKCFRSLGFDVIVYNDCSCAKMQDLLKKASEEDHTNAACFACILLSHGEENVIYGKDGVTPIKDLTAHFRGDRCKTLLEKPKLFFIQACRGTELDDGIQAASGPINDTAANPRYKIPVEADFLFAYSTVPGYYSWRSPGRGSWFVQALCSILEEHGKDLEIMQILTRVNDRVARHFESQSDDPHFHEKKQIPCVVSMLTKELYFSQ
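Assay system: Uncleavable procaspase-7 mutant enzyme | Input: 2 µM procaspase-7 mutant as dispensed | Timing: 1 h compound preincubation, 2 h substrate cleavage, 25 °C | Repeats: One well per compound | Control set: DMSO wells as 0%, DMSO with 5 µM added PC-7 as 100% | Technique: Epi-absorbance of released pNA at 405 nm, two timepoints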
CR mimetic SO – reduction of superoxide in aged yeast, primary screen, HTS; superoxide response (% of plate mean), % at 10 µM; AID 2690, 2010; hit rate 0.18% among 330,000; S. cerevisiae aged cells, superoxide DHE fluorescence; stronger effect = lower value;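 active = superoxide response under a set limit, about three screen SD below normal, cut at about 65% in these data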;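 note: yeast aged for seven days with compound at 30 °C before DHE staining; 100% = average MFI of all compound-treated wells on the plate with controls excluded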
LAP4 TOR yeast – modulators of LAP4-GFP expression in yeast, primary screen, S. cerevisiae, multiplex flow cytometry, MLPCN library; 3 h; median GFP as percent of DMSO wells; GFP response vs DMSO, % at 10 µM; hit rate 0.34% among 320,000;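 active = GFP response vs DMSO above a set limit, about the screen mean plus 3 SD, cut at about 150% in these data; inconclusive = under 70 cell events counted for the yeast strain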
GASC-1 inh – inhibitors of GASC-1 histone demethylase, primary screen, biochemical, fluorescence, DELFIA europium. Lysine-specific demethylase 4C (Homo sapiens), Q9H3R0. GST-JMJD2C(1-420) H3K9me3 demethylation. inhibition, % at 2.35 µM. hit rate 0.069% among 330,000. AID 2099, 2009;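 active = more than half of a compound's replicate wells show inhibition beyond 50%, single wells judged on their own value; inconclusive = some, but no more than half, of replicates pass 50% inhibition; inactive = no replicate passes 50% inhibition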;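 note: signal counts dimethyl H3K9 product captured on neutravidin plate; 0% = median of DMSO wells and 100% = 0.3 times that DMSO median; strong numbers were not always called active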
Target sequence (Q9H3R0 1-420 limits assumed): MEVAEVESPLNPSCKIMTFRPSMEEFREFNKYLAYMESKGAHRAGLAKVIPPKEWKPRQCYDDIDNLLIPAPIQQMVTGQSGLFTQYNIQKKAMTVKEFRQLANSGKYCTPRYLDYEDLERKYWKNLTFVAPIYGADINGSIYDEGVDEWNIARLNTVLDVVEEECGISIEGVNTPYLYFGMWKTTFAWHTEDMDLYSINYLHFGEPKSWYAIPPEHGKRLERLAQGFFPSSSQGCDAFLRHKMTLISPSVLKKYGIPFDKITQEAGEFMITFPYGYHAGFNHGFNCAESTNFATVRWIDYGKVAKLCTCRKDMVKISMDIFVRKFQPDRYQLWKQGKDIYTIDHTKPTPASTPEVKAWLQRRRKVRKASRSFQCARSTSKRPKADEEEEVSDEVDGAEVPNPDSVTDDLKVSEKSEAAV
AHR activator – AHR activators, primary screen, cell-based, luminescence, luciferase reporter, human; hit rate 2.5% among 320,000; AID 2796, 2010; AHR-responsive luciferase reporter cells; activation, % at 5 µM; in the data active = activation above about 47%;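 note: 0% = vehicle wells and 100% = reference agonist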
RPL19A-GFP yeast – RPL19A-GFP expression modulators in yeast, primary screen, cell-based, S. cerevisiae, multiplex flow cytometry, MLPCN; S. cerevisiae RPL19A-GFP strain, 3 h; stronger effect = lower value; hit rate 0.3% among 330,000; AID 2025, 2009; percent response vs DMSO, % at 10 µM;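 active = percent response vs DMSO below 50%; inconclusive = fewer than 70 events counted for the yeast strain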;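 note: median channel GFP fluorescence of the barcoded RPL19A-GFP strain; ratio of sample median GFP to plate DMSO average so 100% = DMSO; lower means less RPL19A-GFP as with rapamycin TOR inhibition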
MEP2-GFP yeast – modulators of MEP2-GFP levels in yeast, primary screen, S. cerevisiae, multiplex flow cytometry, MLPCN library | S. cerevisiae MEP2-GFP strain, 3 h; 100% = DMSO control level | GFP response vs DMSO, % at 10 µM | hit rate 0.51% among 330,000;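 active = GFP response versus DMSO above a set limit, roughly screen mean plus 3 SD, cut at about 180% in these data; inconclusive = fewer than 70 cells counted for a yeast strain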;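 note: median GFP fluorescence of the barcode-gated MEP2-GFP cells per well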
proCasp3 act – activators of human procaspase-3 D3A mutant, primary screen, biochemical, absorbance, PC-3 D3A mutant, single concentration | Caspase-3 (Homo sapiens), P42574 | recombinant procaspase-3 D3A, Ac-DEVD-pNA absorbance 405 nm | activation, % at 8.5 µM | hit rate 0.11% among 330,000 | AID 463141, 2010;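 active = activation above the mean of all tested compounds plus 3 SD, cut at about 21% in these data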;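 note: 0% = DMSO alone and 100% = DMSO wells spiked with extra 5 µM PC-3 D3A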
Target sequence (P42574 whole entry D9A/D28A/D175A): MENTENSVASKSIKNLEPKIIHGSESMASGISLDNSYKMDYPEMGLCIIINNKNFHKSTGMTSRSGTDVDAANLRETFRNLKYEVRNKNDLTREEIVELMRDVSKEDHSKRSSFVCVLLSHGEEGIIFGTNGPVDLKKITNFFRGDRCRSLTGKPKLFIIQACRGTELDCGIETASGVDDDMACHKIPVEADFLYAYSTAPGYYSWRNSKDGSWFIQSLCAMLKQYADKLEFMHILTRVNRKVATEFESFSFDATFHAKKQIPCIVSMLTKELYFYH
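Assay system – Procaspase-3 D3A mutant · Benchmarks – DMSO low control, extra-enzyme high control · Technique – 405 nm absorbance of p-nitroaniline, reads at 0 and 120 min · Doses – 8.5 µM nominal · Measure – % activation between DMSO and enzyme-spiked controls · Also added – Ac-DEVD-pNA chromogenic peptide substrate · Schedule – 1 h compound preincubation, 2 h substrate hydrolysis at 25 °C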
Numbers without * were called inactive; ? = inconclusive; . = no result given; & = joins results of further samples; [ ] = dose if it differs, or a comment.

The opening two compounds as a preview:
SMILES	proCasp7 act	CR mimetic SO	LAP4 TOR yeast	GASC-1 inh	AHR activator	RPL19A-GFP yeast	MEP2-GFP yeast	proCasp3 act
O=C(O)c1cn(-c2ccccc2)nc1-c1cccnc1	5.8	101.8	97.8	-2.1	3.4	102.9	103.6	-3.6
CCOC(=O)N1CCN(C(=O)CSc2nc(C)nc3c2c(=O)n(C)c(=O)n3C)CC1	7.3	99.6	106.4	7.4	-2.2	92.7	64.9	-0.8

All compounds of this part, from the start:
SMILES	proCasp7 act	CR mimetic SO	LAP4 TOR yeast	GASC-1 inh	AHR activator	RPL19A-GFP yeast	MEP2-GFP yeast	proCasp3 act
O=C(O)c1cn(-c2ccccc2)nc1-c1cccnc1	5.8	101.8	97.8	-2.1	3.4	102.9	103.6	-3.6
CCOC(=O)N1CCN(C(=O)CSc2nc(C)nc3c2c(=O)n(C)c(=O)n3C)CC1	7.3	99.6	106.4	7.4	-2.2	92.7	64.9	-0.8
CC(C)CC(C(=O)Nc1ccccc1)N1C(=O)C2C3C=CC(C3)C2C1=O (stereo not drawn)	7.2	89.5	91.6	4.9	-0.2	87.5	88.2	0.7
N#Cc1nc(COc2ccccc2)oc1N1CCN(Cc2ccccc2)CC1	10.9	90.4	99.6	3.8	6.1	100.7	98.8	14.3
O=S(=O)(c1ccc(Br)cc1)n1c(Cc2ccccc2)nc2ccccc21	-7.4	108.5	97.1	-1.5	2.3	100.6	104.2	-3.6
CCN1C(c2ccccc2)=C(c2ccccc2)S/C1=C\C=C1/SC(=S)N(C)C1=O	-1.4	95.2	106.0	44.5	4.5	98.2	110.9	5.4
C/C(=N\NC(=O)c1cc(C)nc2ccc(C)cc12)c1ccncc1	.	102.0	73.7[may fluoresce red]	-10.6	.	?	101.5[may fluoresce red]	.
CCOc1cc(/C=N/N=C2/NC(=O)C(CC(=O)O)S2)ccc1OCc1ccccc1Cl (stereo not drawn)	-14.5	97.2	88.8	2.1	-3.1	106.1	103.7	0.2
CSC1=N/C(=C\c2ccc(C)s2)C(=O)S1	-6.5	114.5	97.4	-140.8	2.9	102.3	100.1	-12.4
Cc1ccc(S(=O)(=O)N2CCCC(C(=O)N(Cc3cccs3)C3CC3)C2)cc1 (stereo not drawn)	1.7	101.4	101.0	24.4&4.7	-4.2	103.7	107.2	-3.3
COc1ccc(OCCNC(=O)c2ccccc2OCC(=O)N2CCCCC2)cc1	8.3	86.5	98.1	-3.5	4.4	99.5	96.5	-0.5
OC(CN1CCCCCC1)CN(c1ccccc1)c1ccccc1 (stereo not drawn)	1.9	110.0	99.4	10.4	-0.8	105.4	109.0	-4.8
CCOC(=O)c1c(NC(=S)N2CCN(C)CC2)sc(C)c1-c1ccccc1	.	101.2	84.0	-8.5	.	105.7	110.8	.
Cc1nnc(SCC2=C(C(=O)O)N3C(=O)C(NC(=O)c4cccc(F)c4F)C3SC2)s1 (stereo not drawn)	-14.8	89.1	86.3	5.9	3.4	97.1	99.8	-15.4
COc1cccc(/C=C2\SC(=S)N(CC3CCCO3)C2=O)c1 (stereo not drawn)	-8.2	103.2	111.1	1.4	4.8	99.7	102.3	-2.3
CCC1c2ccc(C)n2CCN1C(=O)Nc1ccc(F)cc1 (stereo not drawn)	-2.8	97.0	103.2	-1.4	2.6	99.3	109.1	5.4
COc1ccc(S(=O)(=O)NC2CCCC2)cc1C(N)=O	.	108.8	87.9	-8.0	.	99.2	104.2	.
CCC(C)c1nc2c(c(N3CCC3=O)c1-c1ccccc1)CCCC2 (stereo not drawn)	2.6	97.2	109.3	-3.4	5.1	106.0	91.3	-0.2
Cc1ccc(-c2nnn(CC(=O)N(Cc3ccco3)C(C(=O)NC(C)(C)C)c3ccc(C)o3)n2)o1 (stereo not drawn)	0.8	91.3	103.4	4.3	-0.9	99.5	103.5	-0.5
O=C(Nc1ccc(C(F)(F)F)cc1)c1ccc2nc[nH]c2c1	4.7	95.2	91.1	-5.9	105.6*	105.2	107.9	-3.1
CCOC(=O)Cc1nn2c(=O)cc(C)nc2s1	-4.4	105.0	103.1	-1.0	5.2	100.0	116.5	-12.5
Cc1ccc(C)c(CS(=O)(=O)c2cn(CC(=O)N3CCC(C)CC3)c3ccccc23)c1	-4.2	95.0	82.3	2.3	1.5	104.5	101.8	6.8
CC1(C(=O)Nc2cccc(S(=O)(=O)N3CCOCC3)c2)Cc2ccccc2C(=O)O1 (stereo not drawn)	6.1	98.8	100.3	-3.7	-0.2	95.3	99.0	7.2
Cc1ccnc(OC(C(=O)O)C(OCc2ccccc2)(c2ccccc2)c2ccc(C(F)(F)F)cc2)n1 (stereo not drawn)	22.8	92.5	99.0	-4.2	-3.2	105.4	101.9	2.6
COc1cc2cc(CN(CCO)S(=O)(=O)c3ccccc3Cl)c(=O)[nH]c2cc1OC	-2.0	97.7	105.0	3.5	0.0	98.1	102.4	10.8
O=C1CN(c2nc(-c3ccccc3)c3cc(Cl)ccc3n2)c2ccccc2N1	2.9	95.6	86.9	5.2	0.0	106.1	100.0	1.9
N#CCCN(C(=O)c1cc2c(s1)-c1ccccc1S(=O)(=O)C2)c1ccccc1	7.1	99.4	100.7	5.3	3.4	100.1	114.1	5.0
Cc1cc(C)cc(C(=O)N2CCC(CCC(=O)NC3CC3)CC2)c1	0.6	87.2	97.4	-5.4	-0.8	96.4	95.6	3.4
CC1(C)CC2CC(C)(CN2C(=O)COc2cccc3ccccc23)C1 (stereo not drawn)	8.4	92.3	76.9	5.6	23.8	88.4	81.7	-6.0
Cc1ccccc1CSCCNC(=O)CN(c1ccc2c(c1)OCO2)S(C)(=O)=O	6.6	72.2	98.1	-1.6	-0.3	101.9	101.6	-6.5
O=C(NC1CCCCC1)N1CCCCCC1	6.2	94.8	98.1	3.2	-1.5	95.1	104.1	-0.5
COc1ccc([C@@H]2CC=C(C(=O)O)[C@H](c3ccc(Br)cc3)N2S(=O)(=O)c2ccccc2C)cc1	9.1	106.6	106.4	.	1.0	103.6	97.3	3.4
COc1ccc(OC)c(/C=C2/Sc3ccccc3C2=O)c1	-27.1	92.5	98.1	0.7	16.5	99.4	103.1	-22.8
CCc1ccc(NC(=O)C2CCCN(S(=O)(=O)c3cccnc3)C2)cc1 (stereo not drawn)	2.1	99.8	83.8	2.9	7.9	93.0	88.3	1.2
Cn1nc(C(F)(F)F)c(C#N)c1N1CCN(c2ccccc2)CC1	3.3	75.7	89.3	12.0	-4.6	90.4	87.8	-4.3
Cc1cccn2c(=O)c3cc(C(=O)N(C)C)n(C)c3nc12	-1.5	103.1	91.7	-3.9	27.4	97.5	101.0	-1.4
Cc1nc(-c2cccc(S(=O)(=O)N3CC(C)OC(C)C3)c2)cs1 (stereo not drawn)	10.5	103.8	98.8	2.5	-0.6	96.7	98.8	11.3
CC(C)CCNC(=O)c1cc2c(=O)[nH]c3ccccc3c2s1	-5.2	102.3	96.5	1.8	5.1	105.5	100.8	2.7
COC(=O)c1ccc(Oc2nc(N(C)C)nc(N3CCOCC3)n2)cc1	-0.5	93.7	106.6	-10.3	0.5	98.5	103.7	4.5
CN(Cc1cccc(Cl)c1Cl)C(=O)c1cc(S(=O)(=O)N2CCOCC2)ccc1F	5.4	93.1	99.7	-6.8	-0.2	94.3	102.0	8.3
O=C(CO/N=C/c1ccccc1Cl)N1CCCc2ccccc21	-3.1	97.4	96.4	17.0	2.4	103.8	99.9	-2.4
Cc1nn(CC(=O)Nc2nnc(C(C)C)s2)c(=O)c2ccccc12	6.4	89.3	99.5	4.4	-2.9	101.0	111.0	-1.6
CCCCCCCCC(=O)N/N=C/c1cccc(Br)c1	6.1	107.8	108.3	0.0	2.5	107.6	108.8	-13.2
CC(=O)C1=C(c2ccccc2)NC(=O)NC1c1ccccc1OCC(=O)Nc1ccccc1 (stereo not drawn)	6.2	99.1	81.6	1.0	6.0	91.8	90.2	4.4
CCCCn1c(N)c(N(CCOC)C(=O)c2sc3ccccc3c2Cl)c(=O)[nH]c1=O	0.9	103.5	114.6	-10.4	-0.2	101.9	104.4	5.2
Cc1ccccc1NC(=O)N1c2ccccc2CC1C (stereo not drawn)	-10.4	110.4	87.8	-5.5	-10.4	94.7	94.9	-2.3
Cc1cccc(N(CC(=O)NCc2ccccc2)C(=O)CCC(=O)Nc2nccs2)c1	-2.3	102.2	97.7	-6.7	3.8	100.8	110.1	3.3
COC(=O)c1cc(S(=O)(=O)N2CCN(c3cccc(OC)c3)CC2)cn1C	4.3	90.1	100.0	-8.4	0.3	103.2	103.6	7.3
Cc1ccc(OCCNC(=O)CNC(=O)c2ccc(Cl)c([N+](=O)[O-])c2)cc1	-3.5	109.6	90.2	-6.8	2.3	90.4	93.0	0.0
COc1ccc(OCC(=O)Nc2ccc(NC(=O)c3cccs3)cc2)cc1	5.8	84.3	92.4	8.1	-2.2	102.8	110.6	1.4
N#CCC(=O)N1CCn2c1nc1ccccc12	15.3	96.0	90.5	6.7	7.3	98.9	89.1	1.6
COc1ccccc1CNC(=O)COc1ccccc1OC	11.8	104.3	98.7	.	19.0	99.0	89.5	-4.1
Cc1ccc(C(=O)C(C)[n+]2cccc(C(N)=O)c2)cc1 (stereo not drawn)	8.9	133.5	104.3	3.5	0.3	98.9	98.0	-1.0
Cc1ccc(C(=O)N/C(=C\c2cccs2)C(=O)N2CCCCCC2)cc1	3.1	100.0	103.8	-8.4	-3.0	104.8	107.2	17.0
COCCNC(=O)c1ccccc1NC(=O)C1COc2ccccc2O1 (stereo not drawn)	3.0	94.2	119.5	-0.7	7.3	98.7	100.5	8.9
Cc1cc2c(=O)n(C)c(SCC(=O)c3cc4ccccc4o3)nc2s1	2.8	98.1	93.3	9.7	15.9	96.1	101.0	-2.0
COc1cc(/C=C(\C#N)c2ccccn2)ccc1OCc1ccc(Cl)cc1	5.4	103.2	104.3	10.2	-4.0	102.5	107.8	-27.4
Cc1ccc(Cn2c(CN3CCOCC3)nc3c2c(=O)n(C)c(=O)n3C)cc1	-8.3	95.7	103.0	-10.7	0.0	102.5	107.0	2.5
O=C(CSc1cccc[n+]1[O-])Nc1cc([N+](=O)[O-])ccc1Cl	-0.9	107.1	101.9	11.7	7.0	102.1	103.4	-2.7
CCOc1ccc(C(C(=O)Nc2ccc(F)cc2)N(C(=O)Cn2nnc3ccccc32)C2CC2)cc1 (stereo not drawn)	13.0	103.0	92.9	0.5	0.3	99.4	97.1	0.6
COc1ccc2c(CC(=O)Nc3nccs3)coc2c1	-0.4	121.4	93.6	-9.4	10.0	98.1	101.1	-6.1
